# Screening results as filed in PubChem.
# OX1R antag-1 = OX1R (HCRTR1) antagonists, primary screen, fluorescence, CHO/OX1R cells, Fluo-8 calcium, orexin A; AID 434989, 2010; Fluo-8 calcium fluorescence; inhibition, % at 5 µM; 330,000 tested, 0.43% active;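 active means inhibition above its plate's threshold, mean inhibition of all tested compounds on the plate plus 3 SD, cut at about 37% in these data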;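 further: 0% = orexin A challenge wells and 100% = SB-334867-A antagonist wells; not every result past the cut was called active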
# Target sequence (O43613 whole entry, looked up): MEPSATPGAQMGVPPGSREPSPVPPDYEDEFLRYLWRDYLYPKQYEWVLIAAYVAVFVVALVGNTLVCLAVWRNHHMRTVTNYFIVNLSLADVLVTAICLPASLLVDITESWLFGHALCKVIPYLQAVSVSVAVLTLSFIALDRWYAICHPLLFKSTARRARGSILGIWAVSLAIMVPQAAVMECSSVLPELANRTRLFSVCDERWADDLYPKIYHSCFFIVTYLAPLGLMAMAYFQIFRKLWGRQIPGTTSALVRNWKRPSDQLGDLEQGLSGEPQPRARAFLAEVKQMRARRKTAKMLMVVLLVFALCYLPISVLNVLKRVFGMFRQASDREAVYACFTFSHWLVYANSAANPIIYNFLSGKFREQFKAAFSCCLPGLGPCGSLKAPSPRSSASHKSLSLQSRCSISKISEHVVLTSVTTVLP
# OX1R antag-2 = antagonists of human orexin 1 receptor (OX1R); inhibition, % at 6.6 µM; AID 485270, 2010; Orexin/Hypocretin receptor type 1 (Homo sapiens), O43613; OX1R-expressing cells, FRET antagonist read-out; 330,000 tested, 1.8% active; in the data active means inhibition mostly above about 38%, no sharp cut-off; inactive means mostly below about 40%;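 further: 0% = agonist challenge alone and 100% = reference antagonist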
# * marks the source's active call; other numbers are inactive results.
OX1R antag-1,OX1R antag-2,SMILES
13,90*,COc1cc(/C=C2\CC/C(=C\c3cc(OC)c(O)c(OC)c3)C2=O)cc(OC)c1O
-19,31,Oc1ccc(-c2cn3cc(C(F)(F)F)ccc3n2)cc1
-5,0,CC(C)[N+]1=C2C=CC=CC=C2SC12C([N+](=O)[O-])=CC(=[N+]([O-])[O-])C=C2[N+](=O)[O-] (centres undefined)
3,13,N#CCC(=O)NNC(=S)Nc1ccccc1C(F)(F)F
-6,9,O=C(CCn1c(=O)sc2ccccc21)NC1=NCCS1
28,22,COc1ccc(Cn2c(N)c(C#N)c3nc4ccccc4nc32)cc1
4,10,CC1(C)C(=O)Nc2ccccc2N1C(=O)COC(=O)c1cc(Cl)cc(Cl)c1
-12,23,CCOC(=O)c1c(N)sc2c1CCSC2
-24,13,Cc1ccc(C(=O)C(OC(=O)CN2C(=O)c3ccccc3C2=O)c2ccccc2)cc1C (centres undefined)
-12,10,CC(=O)Nc1ccc(S(=O)(=O)NCCc2ccc(F)cc2)cc1
19,36,Cc1ccc(S(=O)(=O)N(CC(=O)Nc2cccc([N+](=O)[O-])c2)C2CCCCC2)cc1
-11,1,COc1ccc(NC(=O)CCN2CCCCCC2)c(OC)c1
6,7,CC(C)c1onc(C(=O)Nc2ccc3c(c2)OCO3)c1[N+](=O)[O-]
-3,0,CN(CC(=O)Nc1ccc(F)cc1)c1ccc(S(=O)(=O)N2CCCC2)cn1
-7,42,COc1ccc(NC(=O)ON=C2c3ccccc3-c3ccccc32)cc1
-12,30,CN(C)c1ccc(/C=N\NC(=O)c2csnn2)cc1
3,8,COc1ccc(N(C(C)C(=O)N/N=C/c2cccnc2)S(C)(=O)=O)cc1 (centres undefined)
-30,6,COc1cc(CN2C(=O)C(NC(=O)c3ccco3)(C(F)(F)F)C3=C2CC(C)(C)CC3=O)cc(OC)c1 (centres undefined)
-20,11,Oc1ccccc1C1=Nc2ccccc2N=C(c2cccs2)C1
-29,19,COC(=O)c1ccccc1NC(=O)COC(=O)/C=C/c1cccs1
1,16,O=C(NC(N1CCOCC1)C(Cl)(Cl)Cl)c1ccccc1Cl (centres undefined)
-8,8,O=C(O)c1ccc(/C=N/NC(=O)c2ccc(Br)cc2)cc1
-10,3,CCCCN(CC)CCNC(=O)CN(C)S(=O)(=O)c1ccc2c(c1)c(=O)n(C)c(=O)n2C
-27,0,COc1ccc(-c2nc(-c3ccncc3)no2)c(OC)c1
-23,8,CCN1CCN(c2c(C=O)c(Cl)nc3ccc(OC)cc23)CC1

# (continued)
OX1R antag-1,OX1R antag-2,SMILES
11,6,COC(=O)c1ccc(NC(=O)CCN2C(=O)NC(C)(C)C2=O)cc1
-11,17,C/C(=N\NC(=O)Cc1cccn1C)c1ccc([N+](=O)[O-])cc1
-10,1,COc1ccc(C(C)NC(=O)c2ccoc2C)cc1OC (centres undefined)
-12,20,CCN(CC(=O)Nc1c(F)cccc1F)C(=O)c1ccc(NC(=O)CC2SC(N3CCCC3)=NC2=O)cc1 (centres undefined)
-11,49*,O=C(Nc1nc2c(s1)CCCC2=O)c1cnccn1
-8,7,CC(C)Oc1ccc(C(=O)NCC(=O)O)cc1
-25,-3,COCc1ccc(-c2ccc3c(c2)c(C#Cc2ccsc2)c(-c2cc(OC)cc(OC)c2)n3C)cc1
-20,30,COC(=O)c1sc(NC(=O)CSc2nncs2)c(C(=O)OC)c1C
-7,12,Cc1sc2nc(C(C)(C)C)oc(=O)c2c1C
-21,5,CCc1ccccc1NC(=O)C1=CC(c2ccc(OC)c(OC)c2)=NS(=O)(=O)N1C
-14,6,Cc1sc2ncnc(Sc3ccccc3C(=O)Nc3ccc(C#N)cc3)c2c1C
-23,2,Cc1occc1C(=O)N/N=C/c1ccccc1[N+](=O)[O-]
-1,-5,CCc1cc2cc3c(cc2nc1SCC(=O)Nc1cc(C)on1)OCO3
-19,20,O=C(Nc1cccc(Cl)c1N1CCOCC1)c1cc([N+](=O)[O-])ccc1N1CCOCC1
-26,15,Cc1ccc(C(c2nnnn2CS(=O)(=O)c2ccc(C)cc2)N2CCC(C(N)=O)CC2)cc1 (centres undefined)
-30,6,OC(COc1ccc(Cl)cc1)CN1CCN(c2ccccc2)CC1 (centres undefined)
-23,13,COCc1cc(C)nc(SCc2ccc(Br)cc2)c1C#N
-17,25,CCCN(C(=O)CCCSc1nc2ccccc2[nH]1)c1c(N)n(Cc2ccccc2)c(=O)[nH]c1=O
-22,20,CC(NC(=O)COc1ccccc1Cl)c1ccccc1 (centres undefined)
-8,11,COc1ccc(C(CC(=O)NC(C)c2ccc(-c3ccccc3)cc2)NC(C)=O)cc1 (centres undefined)
-24,11,O=C(CCc1nnc(CCCCc2ccccc2)o1)NCCCc1cccnc1
-13,11,CC12CC3CC(C)(C1)CC(C(=O)NC1=NCCS1)(C3)C2
-10,9,CCN1CCN(C(=O)c2cc(COc3ccc(F)cc3F)on2)[C@@H](C)C1=O
-44,2,C#CCOCCOCCOCCNc1nc(N2CCOCC2)nc(N2CCN(C(=O)CCCCCCCCCCNC(=O)[C@H](CO)n3cc(CCCSC)nn3)CC2)n1
-32,19,CN(C)c1ccc(NC(=O)CSc2nc(C3CC3)nc3ccccc23)cc1

# Next part; the last four above are carried over.
OX1R antag-1,OX1R antag-2,SMILES
-13,11,CC12CC3CC(C)(C1)CC(C(=O)NC1=NCCS1)(C3)C2
-10,9,CCN1CCN(C(=O)c2cc(COc3ccc(F)cc3F)on2)[C@@H](C)C1=O
-44,2,C#CCOCCOCCOCCNc1nc(N2CCOCC2)nc(N2CCN(C(=O)CCCCCCCCCCNC(=O)[C@H](CO)n3cc(CCCSC)nn3)CC2)n1
-32,19,CN(C)c1ccc(NC(=O)CSc2nc(C3CC3)nc3ccccc23)cc1
-6,15,O=C(NNC(=O)C1CCN(S(=O)(=O)c2ccccc2)CC1)c1ccccc1O
-7,12,Cc1nc(=S)c2c([nH]1)-c1ccccc1CC21CCCCC1
-13,20,CCO[C@H]1OC(C(=O)Nc2ccccc2)=C[C@@H](C)[C@@H]1CCCO
-28,1,Cc1ccc(S(=O)(=O)N2CCOCC2)cc1NC(=O)CN1CCN(c2ccc(O)cc2)CC1
-2,-7,Cc1ccc(S(=O)(=O)Nc2ccc3c(c2)c2c(n3S(=O)(=O)c3ccc(C)cc3)CCCC2=O)cc1
-29,7,CCn1c(CNC(=O)c2ccccc2F)nnc1SCC(=O)Nc1nncs1
-21,-8,Cc1cccc(NC(=O)COC(=O)CCc2ccccc2)c1C
32,5,CC(c1ccccc1C(O)(c1ccccc1)c1ccccc1)N(C)C (centres undefined)
-27,7,CCOC(=O)c1[nH]c2ccccc2c1NC(=O)c1cc(OC)c(OC)c(OC)c1
-29,16,Cc1ccc(S(=O)(=O)CCC(=O)OCC(=O)N2CCN(S(=O)(=O)c3ccc(Cl)cc3)CC2)cc1
-34,16,Cc1ccc(S(=O)(=O)N2CCC(C(=O)OCC(=O)NCCc3ccccc3)CC2)cc1C
-21,38,Cc1cccc(C(=O)Nc2ccc(C(=O)N/N=C/c3ccc(C)o3)cc2)c1
-12,14,CCOc1ccc(OCc2ccc(C(=O)NCc3cccnc3)o2)cc1
-26,6,CC(C)c1ccccc1OCC(=O)Nc1cc(S(=O)(=O)N2CCOCC2)ccc1N1CCCC1
-19,23,CCCc1nc2ccc(NC(C)=O)cc2c(=O)n1Cc1ccc(Cl)cc1
-17,12,O=C(CCN1CCN(CCO)CC1)Nc1cccc(Br)c1
-2,14,O=C(NCc1cccnc1)c1ccc(COc2ccccc2Cl)o1
2,-3,COc1ccc(C(=O)Nn2c(C)nnc2-n2nc(C)cc2C)cc1OC
-25,32,COc1cccc(-c2cc(C(F)(F)F)n3nc(C(=O)Nc4c(C)n(C)n(-c5ccccc5)c4=O)cc3n2)c1
10,-16,OC(c1nc2ccc(F)cc2[nH]1)C(O)c1nc2ccc(F)cc2[nH]1 (centres undefined)
-19,3,O=C(CN1CCN(Cc2ccccc2Cl)C1=O)NCc1ccccn1
-26,14,CC(=O)c1cccc(NC(=O)C2CC(c3ccc(F)cc3)=NO2)c1 (centres undefined)
-11,28,Cc1nc2ccccc2cc1C(=O)NCc1ccccc1
-43,13,Cc1ccc(C(=O)OCc2cn(-c3ccccc3)nn2)cc1
-11,-9,CCc1ccc(/C=N/n2c(C3CCCCC3)n[nH]c2=S)cc1

# New compounds follow.
OX1R antag-1,OX1R antag-2,SMILES
-19,13,COc1ccc(C(=O)NCc2nnc(SCC(=O)NCc3ccc(F)cc3)o2)cc1
-24,8,COC(=O)c1ccc(NN=Nc2ccc(C)cc2)cc1
-20,2,CCOC(=O)N1CCN(S(=O)(=O)c2ccc(F)c(C(=O)Nc3ccc(C(C)C)cc3)c2)CC1
13,6,N#C/C(=C\c1ccc[nH]1)C(=O)N1CCCCC1
8,9,O=C(NC12CC3CC(CC(C3)C1)C2)c1cnccn1
-23,11,COc1ccc(C2CC(c3ccc4ccccc4c3)=NN2C(=O)COC(=O)C2CCC(=O)N2)cc1 (centres undefined)
6,-4,Cc1cc(N=Nc2ccc3ccccc3c2)ccc1O
-22,16,Cc1ccc(-c2c(C(=O)N(C)Cc3ccccc3)oc(=O)c3ccccc23)cc1
-31,9,Cc1ccc(-c2nnc(-c3ccccc3)c(-c3ccccc3)n2)cc1
-14,79*,O=C1C=C(Nc2ccc(O)cc2)C(=O)c2ccccc21
-19,18,COC(=O)C1CCN(Cc2cn(Cc3ccccc3)nc2-c2cc3ccccc3o2)CC1
-8,6,COc1ccc(-c2csc(NC(=O)c3ccccc3Br)c2C(=O)O)cc1
-28,7,Nc1nonc1-c1nc2ccccc2n1CC(=O)N1CCN(c2ccc(F)cc2)CC1
10,-6,C[C@H](CO)N1C[C@H](C)[C@@H](CN(C)Cc2ccc(C(=O)O)cc2)Oc2ccc(NC(=O)Cn3cnnn3)cc2C1=O
-9,22,N#Cc1c(N)n(-c2cccc(C(=O)O)c2)c2nc3ccccc3nc12
-8,16,CC1C(C#N)=C(SCC(N)=O)NC2=C1C(=O)CC(C)(C)C2 (centres undefined)
-19,11,COc1ccc(CCNC(=O)C(=O)NCC2OCCN2S(=O)(=O)c2ccc(F)cc2)cc1 (centres undefined)
-10,22,NC(=O)COc1ccc(Nc2nnc(-c3ccc(O)cc3)c3ccccc23)cc1
-21,12,Cc1ccc(C(=O)Nc2ccc(N3CCN(S(C)(=O)=O)CC3)cc2)cc1
-30,16,Cc1onc(-c2ccccc2)c1C(=O)OCC(=O)c1ccccc1
-18,38,COCCn1c(N)c(C(=O)NCC2CCCO2)c2nc3ccccc3nc21 (centres undefined)
-9,1,Cc1ccc(Cl)cc1N1CCN(CC(=O)Nc2ccc3[nH]c(=O)[nH]c3c2)CC1
-33,12,Cc1ccc(CNC(=O)c2cccc(OCc3c(C)noc3C)c2)cc1
-14,13,N#C/C(=C\c1ccncc1)c1nc2ccccc2c(=O)[nH]1
-21,2,CC(C)CCNC1c2ccccc2C(=O)N1Cc1ccccc1 (centres undefined)

# Seven of these compounds in another layout.
Structure,OX1R antag-1,OX1R antag-2
CC1C(C#N)=C(SCC(N)=O)NC2=C1C(=O)CC(C)(C)C2 (centres undefined),-8,16
COC(=O)C1CCN(Cc2cn(Cc3ccccc3)nc2-c2cc3ccccc3o2)CC1,-19,18
CC(C)CCNC1c2ccccc2C(=O)N1Cc1ccccc1 (centres undefined),-21,2
COc1ccc(C2CC(c3ccc4ccccc4c3)=NN2C(=O)COC(=O)C2CCC(=O)N2)cc1 (centres undefined),-23,11
COCCn1c(N)c(C(=O)NCC2CCCO2)c2nc3ccccc3nc21 (centres undefined),-18,38
C[C@H](CO)N1C[C@H](C)[C@@H](CN(C)Cc2ccc(C(=O)O)cc2)Oc2ccc(NC(=O)Cn3cnnn3)cc2C1=O,10,-6
O=C1C=C(Nc2ccc(O)cc2)C(=O)c2ccccc21,-14,79*

# Later entries.
OX1R antag-1,OX1R antag-2,SMILES
-1,11,O=C(O)CCC(=O)Nc1ccc(S(=O)(=O)N2CCCC2)cc1
-13,14,CC(=O)N1c2ccc(S(=O)(=O)NCC3CCC(C(=O)NCc4ccco4)CC3)cc2CC1C (centres undefined)
-20,7,Cc1ccc(/C=N/NC(=O)C2(C)CC2(Br)Br)cc1 (centres undefined)
-29,14,CC(=O)c1ccc(-c2ccc(C(=O)N3CCCc4ccccc43)o2)cc1
-8,1,C=CCN1C(=O)CSC1=Nc1cccc(O)c1
-15,2,CCOc1cccc(N2C(=O)CC(N3CCN(c4ccc(S(=O)(=O)CC)cc4)CC3)C2=O)c1 (centres undefined)
-12,10,Cc1sc(NC(=S)NC(=O)C2CCCCC2)c(C(N)=O)c1C
-14,47*,COc1cc(/C=C2/SC(=O)NC2=O)ccc1Oc1ccc([N+](=O)[O-])cc1[N+](=O)[O-]
-12,17,Cc1cc(S(=O)(=O)Nc2ccc(C(=O)NCCCN3CCOCC3)cc2)ccc1F
-14,13,CC(=O)Oc1ccc2c(=O)oc(-c3ccc([N+](=O)[O-])cc3)nc2c1
